NPSR antagonist: qHTS Assay for Antagonists of the Neuropeptide S Receptor: cAMP Signal Transduction. Q6W5P4. CHO-NPSR cells, cAMP TR-FRET, antagonist mode. Potency, µM (titrated, usually from 38.3 µM), without a hit: at the top dose activity change, negative = inhibition, usual class: inhibitors. hit rate 1% among 220,000. AID 1461, 2008; further: potency means the concentration at half of the fitted maximal effect; on the % scale 0 is the no-effect control and ±100 the full control effect; nearly all actives have a fitted effect of over 50% in size; many of its hits are not listed in these tables
Target sequence (Q6W5P4 whole entry, looked up): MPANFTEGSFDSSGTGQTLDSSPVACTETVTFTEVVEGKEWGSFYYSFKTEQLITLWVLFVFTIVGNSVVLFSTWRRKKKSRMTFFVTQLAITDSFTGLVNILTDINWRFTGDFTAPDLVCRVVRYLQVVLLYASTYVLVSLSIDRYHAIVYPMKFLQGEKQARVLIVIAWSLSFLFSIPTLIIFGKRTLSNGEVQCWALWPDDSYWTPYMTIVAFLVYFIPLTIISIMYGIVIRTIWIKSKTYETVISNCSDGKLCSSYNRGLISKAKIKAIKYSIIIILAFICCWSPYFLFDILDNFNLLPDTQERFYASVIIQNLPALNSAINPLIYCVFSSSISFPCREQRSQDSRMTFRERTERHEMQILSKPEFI
Tau fluor cs: Counterscreen qHTS for Inhibitors of Tau Fibril Formation, Fluorescence Polarization; Potency, µM (titrated, usually from 57.7 µM), without a hit: at the highest dose activity change, negative = decrease; hit rate 0.93% among 280,000; tau K18 P301L Alexa594 fluorescence, heparin fibrillization; AID 1463, 2008; further: potency means the concentration at half of the fitted maximal effect; on the % scale 0 is the no-effect control and ±100 the full control effect; nearly all actives have a fitted effect of over 55% in size
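Human tau K18 P301L (15 uM unlabeled, 0.24 uM Alexa 594-labeled) in 100 mM sodium acetate pH 7 with 20 uM heparin, 6 hr at 37 C. ThT 30 uM added, 1 hr ambient; Alexa 594 FP and total fluorescence read at 555/632 nm.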
Tau fibril FP: qHTS for Inhibitors of Tau Fibril Formation, Fluorescence Polarization; Microtubule-associated protein tau (Homo sapiens), P10636; K18 P301L tau heparin fibrillization, Alexa594 FP, 6 h; Potency, µM (doses to about 57.7 µM), for the others: at the highest dose activity, negative = inhibition, usual class: inhibitors; hit rate 0.39% among 280,000; further: potency means the concentration at half of the fitted maximal effect; on the % scale 0 is the no-effect control and ±100 the full control effect; nearly all actives have a fitted effect of over 55% in size
Target sequence (P10636 561-689 P618L limits assumed): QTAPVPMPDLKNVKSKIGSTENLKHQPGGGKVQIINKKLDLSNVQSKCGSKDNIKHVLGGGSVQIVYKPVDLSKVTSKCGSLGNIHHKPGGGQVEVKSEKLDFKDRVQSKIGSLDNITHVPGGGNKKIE
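Compound effects on tau fibrillization are measured by Alexa 594 fluorescence polarization (ex 555, em 632 nm). K18 P301L tau is used at 15 uM with 0.24 uM labeled tracer, and 20 uM heparin induces aggregation over 6 hr at 37 C.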
TRb-SRC2 inh: qHTS for Inhibitors of the Interaction of Thyroid Hormone Receptor and Steroid Receptor Coregulator 2. Thyroid hormone receptor beta (Homo sapiens), P10828. TRbeta-SRC2 peptide binding, fluorescence polarization; receptor liganded with 1 µM T3. Potency, µM (highest dose often 106 µM), for inactives: top-dose activity change, negative = inhibition, usual class: inhibitors. hit rate 0.065% among 280,000;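 further: potency means the concentration at half of the fitted maximal effect; plate controls were bound peptide for no effect and peptide without receptor for full effect; nearly all actives have a fitted effect of over 50% in size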
Target sequence (P10828 whole entry, looked up): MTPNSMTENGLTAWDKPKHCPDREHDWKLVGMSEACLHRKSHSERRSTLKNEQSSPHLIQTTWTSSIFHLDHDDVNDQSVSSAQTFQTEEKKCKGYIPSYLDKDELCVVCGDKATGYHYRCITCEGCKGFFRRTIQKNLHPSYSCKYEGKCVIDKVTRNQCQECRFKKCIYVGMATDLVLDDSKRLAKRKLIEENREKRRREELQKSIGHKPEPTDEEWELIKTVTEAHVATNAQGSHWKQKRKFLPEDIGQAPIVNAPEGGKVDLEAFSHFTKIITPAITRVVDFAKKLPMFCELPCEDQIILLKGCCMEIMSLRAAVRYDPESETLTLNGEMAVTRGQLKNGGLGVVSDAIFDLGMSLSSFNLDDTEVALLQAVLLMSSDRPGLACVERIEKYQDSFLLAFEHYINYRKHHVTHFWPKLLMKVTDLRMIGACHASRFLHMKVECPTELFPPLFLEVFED
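Fluorescence polarization of 20 nM Texas Red SRC2 peptide with 0.6 uM human TRb ligand-binding domain, in Tris buffer with 1uM T3 and 5% DMSO. Incubated 5 hr ambient; normalized to unbound and bound controls.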
CBFb-RUNX1 inh: qHTS Assay for Compounds Blocking the Interaction Between CBF-beta and RUNX1 for the Treatment of Acute Myeloid Leukemia. Runt-related transcription factor 1 (Homo sapiens) + Core-binding factor subunit beta …. AlphaScreen CBFb-His/RUNX1-biotin binding, biochemical. Potency, µM (highest dose often 59.8 µM), for the others: top-dose activity, negative = inhibition, actives largely listed as inhibitors. 230,000 tested, under 10 active. AID 1477, 2009; further: % of control where 0% means no effect
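Inhibition was taken as any reduction in AlphaScreen signal from the CBF-beta–RUNX1 pair (His and biotin tags, 30 nM each), measured after compound (15 min) and bead (90 min) incubations at room temperature.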
aGal spleen mod: qHTS Assay for Inhibitors and Activators of Human alpha-Galactosidase From Spleen Homogenate. Alpha-galactosidase A (Homo sapiens), P06280. human spleen homogenate, 4MU-alpha-Gal fluorescence, 40 min. Potency, µM (highest dose often 80 µM), for the others: at the top dose activity change, negative = inhibition, hits mostly inhibitors. hit rate 0.008% among 240,000. AID 2107, 2009;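 further: potency means the concentration at half of the fitted maximal effect; 0% = enzyme with vehicle and -100% = no enzyme basal signal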
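Fluorogenic readout (Ex 365/Em 440 nm) of 4-methylumbelliferone released from 1 mM 4-MU-alpha-galactoside by spleen homogenate, 40 min at 37C, pH 5.0. Data normalized to no-enzyme and enzyme controls; Hill-equation AC50 from compound titrations.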
TR SRC2 fluor cs: Total Fluorescence Counterscreen for Inhibitors of the Interaction of Thyroid Hormone Receptor and Steroid Receptor Coregulator 2. TRb/SRC2 Texas Red total fluorescence interference. Potency, µM (top dose mostly 106 µM), without a hit: top-dose fluorescence change, negative = quenching. hit rate 0.29% among 280,000. AID 1479, 2009; active means well fitted curve in either direction with a large enough effect; inconclusive means small, poorly fitted or top-dose-only effect; further: potency means the concentration at half of the fitted maximal effect; on the % scale 0 is the no-effect control and ±100 the full control effect
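Human TRβ ligand-binding domain (0.6 uM) and Texas Red SRC2 peptide (20 nM) in Tris buffer with 1 uM T3 and 5% DMSO were incubated with pinned compound for 5 hr at ambient temperature. Total fluorescence was computed as S + 2P (555/632 nm).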
Epigenetic derep: Quantitative High-Throughput Screen for Regulators of Epigenetic Control | murine LDR cells, GFP reporter derepression, 30 h | Potency, µM (top dose mostly 53.9 µM), without a hit: top-dose GFP activation, actives largely listed as activators | hit rate 0.2% among 280,000 | AID 1865, 2009; further: potency means the concentration at half of the fitted maximal effect; % of control where 0% means no effect; nearly all actives have a fitted effect of over 60% in size
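Derepression of a silenced CMV-GFP reporter in murine LDR cells is scored by enumerating GFP-positive cells with a laser-scanning microplate cytometer after 30 hours of treatment at 37 C.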
An asterisk follows results filed as active; ? = inconclusive; . = no result given; [ ] = dose if it differs, or a comment. Unless noted, the call rests on the fitted dose curve; in most records, active means well fitted curve in the direction sought with a large enough effect; inconclusive means small, poorly fitted or top-dose-only effect, or another doubt; inactive means no such curve, though single readings can be large; an effect the other way counts as inactive or inconclusive. These rows are one share of the data (hit frequency here may not be typical).

#	structure	NPSR antagonist	Tau fluor cs	Tau fibril FP	TRb-SRC2 inh	CBFb-RUNX1 inh	aGal spleen mod	TR SRC2 fluor cs	Epigenetic derep
1	Cc1cccc(NC(=O)NC(C)C(c2ccccc2)N2CCN(C)CC2)c1 (stereo not given)	2%	-3%	-3%	1%	-2%	1%	-3%	-1.4%
2	COc1ccc(OC)c(CNC(=O)C2CCN(c3nc4ccccc4nc3C(F)(F)F)CC2)c1	.	-10%	-2%	-3%	.	.	-2%	1.3%
3	CCCCN=C1N/C(=C\c2ccco2)C(=O)N1c1ccccc1	-15%[46.1 µM]	-19%	0%	10%	-7%	1%	12%	-0.9%
4	COC(=O)NC(/C=C/c1ccco1)[C@@]1(C(=O)OC)CCCC1=O (stereo not given in full)	.	-13%[11.6 µM]	?	4%[11.2 µM]	1%[13.1 µM]	11%[17.5 µM]	-14%[11.2 µM]	0.0%[10.1 µM]
5	CC1(C)C2CCC1(C)C(OCCNCCOC(=O)Nc1ccccc1)C2 (stereo not given)	-45%	-18%	?	7%	8%	-6%	-2%	-1.7%
6	COc1ccc(C2C(C#N)=C(N)OC3=C2C(=O)CC(C)(C)C3)c([N+](=O)[O-])c1OC (stereo not given)	-7%[46.1 µM]	-6%	-1%	8%	-5%	-9%	2%	-1.3%
7	Cc1oc(-c2ccccc2)nc1CSc1nnc(C)n2c1cc1sccc12	.	4%	?	2%	.	.	-2%	-0.2%
8	Cc1c(Cl)cn2c(=O)cc(CN3CCN(c4ccccc4)CC3)nc2c1Cl	-13%	-13%	-1%	-2%	-9%	8%	-4%	0.9%
9	CC(=O)C1=C(O)C(=O)N(C2CCCCC2)C1c1ccccc1 (stereo not given)	3%[46.1 µM]	1%	1%	10%	3%	-2%	1%	2.0%
10	O=c1c2cc(NC(=S)N3CCCCCC3)ccc2nc2n1CCCCC2	7%	3%	-10%	-2%	5%	6%	-2%	0.0%
11	CCn1c(O)c(C(C#N)=C2N=c3ccccc3=N2)c2ccccc21	-4%[46.1 µM]	-19%	-3%	-4%	4%	8%	-2%	0.0%
12	CCOC(=O)c1ccc(OC)c(OC)c1Cl	0%	5%	6%	6%	4%	-3%	-1%	0.1%
13	CCCCS(=O)c1snnc1C (stereo not given)	18%	2%	2%	-1%	3%	-14%	-2%	1.1%
14	C=CCn1c(Cc2cccs2)nnc1SCC(=O)Nc1ccc(OC)c(OC)c1	-6%[46.1 µM]	9%	7%	-10%	11%	1%	0%	-9.5%
15	COc1ccc(-c2oc3ncn4nc(-c5ccccc5O)nc4c3c2-c2ccc(OC)cc2)cc1	.	0%	-14%	3%	.	.	-6%	-1.6%
16	Cc1c(NC(=O)c2cc(-c3ccccc3)on2)c(=O)n(-c2ccccc2)n1C	-3%[46.1 µM]	7%	1%	-14%	7%	12%	0%	0.0%
17	C[C@@]12C=Cc3occc3C1CC[C@@]13C[C@@H](CCC12)[C@@](O)(CO)C3 (stereo not given in full)	.	?	10µM*	18%	2%	8%	?	?
18	COC(=O)c1c(NC(=O)COc2ccc(Cl)cc2C)sc2c1CCCCC2	.	0%	-2%	-6%	.	.	?	-0.8%
19	CCCNC(=O)c1nn2cc(Br)cnc2c1Cl	3%	-9%	?	-7%	7%	-1%	-2%	-3.9%
20	COC(=O)NC(c1cccs1)C(C(C)=O)C(=O)OC (stereo not given)	.	8%[11.6 µM]	0%[11.6 µM]	-7%[11.2 µM]	-9%[13.1 µM]	2%[17.5 µM]	-1%[11.2 µM]	1.1%[10.1 µM]
21	CCCC(=O)Nc1c(-c2ccccc2)c(=O)c(C)nn1-c1ccccc1	-5%[7.67 µM]	4%	4%	3%	23%	-1%	2%	-0.3%
22	COc1ccc(-n2ccnc(NCc3cccs3)c2=O)cc1	.	-10%	-4%	-1%	.	.	-1%	4.9%
23	Cn1c(Cn2c(C(F)(F)F)nc3ccccc32)nc2ccccc21	-8%[46.1 µM]	-8%	-9%	-2%	-5%	6%	-2%	-1.0%
24	CC(C)C1N=C2c3ccccc3N=C(SCC(=O)NCc3ccc(Cl)cc3)N2C1=O (stereo not given)	.	4%	4%	4%	.	.	-2%	-2.6%
25	O=C(Nc1cccc(Cl)c1)c1cc(F)cc2c1OCOC2	4%	-14%	-11%	-4%	15%	-6%	-1%	2.9%

By substructure: those above with a CF3 group (2)
#	structure	NPSR antagonist	Tau fluor cs	Tau fibril FP	TRb-SRC2 inh	CBFb-RUNX1 inh	aGal spleen mod	TR SRC2 fluor cs	Epigenetic derep
2	COc1ccc(OC)c(CNC(=O)C2CCN(c3nc4ccccc4nc3C(F)(F)F)CC2)c1	.	-10%	-2%	-3%	.	.	-2%	1.3%
23	Cn1c(Cn2c(C(F)(F)F)nc3ccccc32)nc2ccccc21	-8%[46.1 µM]	-8%	-9%	-2%	-5%	6%	-2%	-1.0%

Further records follow.
#	structure	NPSR antagonist	Tau fluor cs	Tau fibril FP	TRb-SRC2 inh	CBFb-RUNX1 inh	aGal spleen mod	TR SRC2 fluor cs	Epigenetic derep
26	O=C(/C=C/c1ccc2c(c1)OCO2)NCCSCc1ccc(Cl)cc1	-18%[46.1 µM]	-23%	-10%	-2%	2%	6%	-4%	1.1%
27	[2H]c1c([2H])c([2H])c(-c2nc(N3CCCCCC3)sc2C(=O)c2ccccc2)c([2H])c1[2H]	-28%[46.1 µM]	-12%	11%	1%	?	5%	0%	-1.1%
28	COc1ccccc1N1CCN(C(=O)c2cc(C(C)(C)C)oc2C)CC1	?	-12%	2%	12%	6%	-1%	-2%	1.1%
29	CCCSc1nnc(NC(=O)c2sc3nc(-c4cccs4)ccc3c2N)s1	11%[46.1 µM]	?	-4%	-1%	12%	5%	-10%	-0.9%
30	CC[C@H](C)[C@H](NC(=O)[C@H](CCCNC(=N)N)NC(=O)[C@@H]1CCCN1C(=O)[C@H](Cc1ccccc1)NC(=O)[C@H](Cc1cnc[nH]1)NC(=O)[C@H](CCCNC(=N)N)NC(=O)[C@@H](NC(=O)[C@H](C)NC(=O)[C@H](CCC(=O)O)NC(=O)[C@H](CC(N)=O)NC(=O)[C@@H](N)CCCCN)C(C)C)C(=O)N[C@@H](Cc1c[nH]c2ccccc12)C(=O)N[C@@H](CC(C)C)C(=O)O	.	.	.	-4%	2%	-17%	-5%	.
31	CCc1ccc(OCC(=O)N/N=C(\C)c2ccc(-n3ccnc3)cc2)cc1	-26%[46.1 µM]	-8%	-8%	4%	-8%	2%	-2%	-0.9%
32	CCN1CN(CCc2ccccc2)CNC1=S	1%[46.1 µM]	1%	3%	6%	5%	13%	5%	0.0%
33	Cc1ccc(C)c(NC(=O)CCC(=O)NNC(=O)c2cccs2)c1	25%	3%	2%	-8%[53 µM]	-2%	-12%	1%[53 µM]	-1.3%
34	C=C1C2CC[C@@]3(C)C(c4ccoc4)OC(=O)C[C@@]13OC1CC(OC(C)=O)C(C)(C)C(CC(=O)OC)[C@@]12C (stereo not given in full)	.	-25%	-4%	-1%	29%	5%	0%	6.7%
35	COc1ccc(N2CCN(C(=O)c3ccc4c(c3)N(Cc3cccc(Cl)c3)C(=O)c3ccccc3S4(=O)=O)CC2)cc1	.	?	5%	-3%	.	.	1%	0.8%
36	CCCCn1cc2c(c1-c1cccc(C)c1)c(=O)n(C)c(=O)n2C	-22%	-4%	14%	0%	-8%	-9%	-3%	1.0%
37	CCn1c(SCc2ccc([N+](=O)[O-])cc2)nnc1C(C)NC(=O)c1ccc(C)cc1 (stereo not given)	-2%	-4%	8%	6%	-1%	-9%	3%	-1.0%
38	CCc1nc(Cl)c(C#N)c2c1CCCC2	18%	-3%	-15%	7%	8%	?	-1%	0.0%
39	Cc1ccc(-c2nnc3ccc(SCC(=O)N4CCCc5ccccc54)nn23)cc1	-7%	-7%	-6%	-1%	6%	2%	-26%	0.0%
40	O=C(Nc1ccncc1)Nc1ccccn1	9%[46.1 µM]	3%	3%	4%	8%	-8%	2%	5.5%
41	Cc1ccc(S(=O)(=O)n2nc(-c3ccccc3)nc2NCc2ccccc2Cl)cc1	.	-27%	?	1%	.	.	0%	0.8%
42	COc1cccc(/C(O)=C2/C(=O)C(=O)N(CCN(C)C)C2c2ccccn2)c1 (stereo not given)	5%[46.1 µM]	1%	2%	-2%	-5%	12%	0%	-0.8%
43	COc1ccc(S(=O)(=O)Nc2ccc(C(F)(F)F)cc2)cc1OC	-10%[46.1 µM]	-19%	-12%	1%	2%	9%	-1%	-1.1%
44	COc1cccc(-n2nc(C(C)=O)c(=O)[nH]c2=O)c1	-1%	-3%	0%	1%	-7%	1%	-4%	-1.1%
45	Nc1ncnc(Nc2ccc(F)c(Cl)c2)n1	8%	15%	2%	-3%	12%	7%	-8%	0.1%
46	CCOC(=O)C1CCN(C(=O)c2sc3nc(-c4ccc(F)cc4)cn3c2C)CC1	-14%[46.1 µM]	-9%	3%	3%	0%	-3%	-1%	0.0%
47	COc1cccc(NC(=O)C2CCCN2C(=O)Nc2ccccc2F)c1 (stereo not given)	?	-2%	5%	5%	18%	9%	2%	-4.3%
48	Cc1nc2nc(CCc3ccccc3)nn2c(C)c1Cl	-15%[46.1 µM]	-1%	1%	3%	1%	5%	-2%	0.0%
49	COc1ccc(-c2cc(C3CCN(Cc4cccc(C(F)(F)F)c4)CC3)[nH]n2)cc1	-43%	-26%	-9%	9%	-21%	0%	-1%	-2.3%
50	C/C(=N\Nc1nc(-c2cc(C)ccc2C)cs1)c1cc2c(ccc3ccccc32)oc1=O	9%	-19%	2%	?	?	6%	-21%	-3.0%
51	CC[n+]1c(/C=C(/C)SC)sc2ccccc21	0%[46.1 µM]	-11%	-11%	-7%	2%	7%	2%	0.1%

Screening results as filed in PubChem BioAssay.
